# Screening results deposited in PubChem by National Center for Advancing Translational Sciences (NCATS).
# SW480 rereplic = DNA re-replication induction in SW480 cells. SW480 DNA re-replication, Hoechst DNA content imaging, 48 h. Potency, µM (doses to about 46.1 µM), inactives show top-dose re-replication activation, usual class: activators. hit rate 1.8% among 340,000; note: potency is the fitted concentration of half-maximal effect; % of control where 0% means no effect; nearly all actives have a fitted effect of over 55% in size
#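 Image-based DNA-content assay: after two days of treatment, nuclei were labelled with the DNA dye Hoechst and imaged, and hits were compounds raising the count of nuclei showing high fluorescence intensity.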
# ATXN viability = cell viability loss in ATXN counter-screen; Potency, µM (highest dose often 56.7 µM), usual class: cytotoxic; S2 cells (HEK-293 line with an ATXN2-luciferase reporter) viability, CellTiter-Fluor protease fluorescence, 24 h; hit rate 0.49% among 400,000; note: potency is the fitted concentration of half-maximal effect; nearly all actives have a fitted effect of over 40% in size
# HT1080-NT tox = kills 2HG-producing HT-1080-NT fibrosarcoma cells; HT-1080-NT fibrosarcoma viability, CellTiter-Glo ATP luminescence, 48 h; hit rate 1.6% among 360,000; AID 686970; Potency, µM (top dose mostly 46.1 µM), without a hit: top-dose activity, negative = less viability, most hits filed as cytotoxic;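 note: NT is the 2HG producing partner of a matched IDH1 knockdown line; potency is the fitted concentration of half-maximal effect; 0% = DMSO-treated cells and -100% = media-only wells without cells; nearly all actives have a fitted effect of over 55% in size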
#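 Viability by CellTiter-Glo luminescence after 48 h compound exposure at 37C of HT-1080-NT cells (750/well, RPMI, 5% FBS). % activity scaled between DMSO wells and medium-only wells, then curve-fitted and categorized by curve class.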
# IL1B secr inh = inflammasome signaling inhibition, IL-1 beta readout; hit rate 4.7% among 360,000; activity change, % at 57.5 µM; AID 743279; THP-1 LPS/ATP IL-1B secretion, AlphaLISA, 16 h; active compounds read low; in the data active = activity change below about -50%; inconclusive = mostly about -30% to -49%; note: % is set by controls: 0 for no effect and ±100 for the full control effect
#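 Secreted IL-1B measured by AlphaLISA bead assay after 16 h compound exposure of THP-1 cells; compounds (final up to 57.5 uM) added 1 h before LPS (250 ng/mL) and ATP (1.25 mM) stimulation; lower signal means less secretion.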
# KB-3-1 cytotox = kills parental KB-3-1 adenocarcinoma cells. KB-3-1 viability, CellTiter-Glo ATP luminescence, 72 h. Potency, µM (highest dose often 46.1 µM), inactives show top-dose activity change, negative = cytotoxic, most hits filed as cytotoxic. hit rate 1.4% among 400,000. AID 1347075; note: potency is the fitted concentration of half-maximal effect; % is set by controls: 0 for no effect and ±100 for the full control effect; nearly all actives have a fitted effect of over 60% in size
#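 Using CellTiter-Glo luminescence, growth of non-resistant KB-3-1 adenocarcinoma cells is assessed 72 h after pin-tool compound addition at 37 °C. Normalized responses across the concentration series yield fitted curves.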
# ATXN2 expr inh = ATXN2 expression inhibition. Potency, µM (top dose mostly 57 µM), without a hit: at the highest dose activity change, negative = inhibition, usual class: inhibitors. hit rate 0.72% among 360,000. HEK-293 ATXN2-luciferase reporter, luminescence, 24 h; note: potency is the fitted concentration of half-maximal effect; % is set by controls: 0 for no effect and ±100 for the full control effect; nearly all actives have a fitted effect of over 55% in size
#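 ATXN2-luciferase reporter cells (luciferase flanked by upstream and downstream ATXN2 gene portions) were treated 24 h at 37 °C with compounds at up to 57 uM. SteadyGlo luminescence gave expression; GF-AFC fluorescence gave viability.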
# KB-V1 MDR tox = KB-V1 MDR subline cytotoxicity | KB-V1 MDR cells viability, CellTiter-Glo, 72 h | hit rate 3.4% among 400,000 | Potency, µM (doses to about 46.1 µM), for the others: top-dose activity change, negative = cytotoxicity, usual class: cytotoxic; note: potency is the fitted concentration of half-maximal effect; % is set by controls: 0 for no effect and ±100 for the full control effect; nearly all actives have a fitted effect of over 60% in size
#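 KB-V1, DMEM (no phenol red) + 10% FBS; cpd pin-transferred, titration series; 72 h, 37 degrees C; CellTiter-Glo, luminescence. Data normalized, curve-fit.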
# MCF10A rerep = inducers of DNA re-replication in MCF 10A breast cells. Potency, µM (series often up to 46.1 µM), inactives show at the top dose activity, positive = re-replication, hits mostly activators. MCF 10A DNA re-replication, Hoechst nuclear intensity, 48 h. hit rate 2.9% among 350,000; note: potency is the fitted concentration of half-maximal effect; % of control where 0% means no effect; nearly all actives have a fitted effect of over 50% in size
# HT1080 IDH1KD tx = kills HT-1080 cells with IDH1 knockdown; AID 686971; HT-1080 IDH1 knockdown viability, ATP luminescence, 48 h; hit rate 2% among 360,000; Potency, µM (doses to about 46.1 µM), for the others: top-dose activity, negative = toxicity, actives largely listed as cytotoxic;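 note: potency is the fitted concentration of half-maximal effect; 0% = DMSO wells and -100% = cell-free medium wells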
#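 Luminescent ATP read-out (CellTiter-Glo, 10 min at room temperature) after 48 h compound exposure at 37 °C gave viability of IDH1-knockdown HT-1080 cells. Activity was normalised to DMSO and cell-free wells, then fitted as concentration-response curves.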
# The depositor's hits bear a star; i = inactive; ? = inconclusive; / = not tested or not shown; [ ] = remark or other dose. Unless noted, calls come from the whole dose curve; as a rule, active = well fitted curve in the direction sought with a large enough effect; inconclusive = small, poorly fitted or top-dose-only effect, or another doubt; inactive = no such curve, though single readings can be large; an effect the other way counts as inactive or inconclusive.
# Field names: A = SW480 rereplic; B = ATXN viability; C = HT1080-NT tox; D = IL1B secr inh; E = KB-3-1 cytotox; F = ATXN2 expr inh; G = KB-V1 MDR tox; H = MCF10A rerep; I = HT1080 IDH1KD tx
1. CCOCCn1c(N2CCCC2)nc2c1c(=O)n(C)c(=O)n2C
  A: -2%; B: i; C: -3%; D: 20; E: 17%; F: -2%; G: -9%; H: -10%; I: -1%
2. CCCN1CCC(Oc2cccc(C(=O)NCCc3ccccc3)c2)CC1
  A: 14%; B: i; C: -2%; D: -15; E: -21%; F: 14%; G: ?; H: 18%; I: -7%
3. CCCCCN(C(=O)CCC(=O)OCC(=O)N(CC)c1ccccc1)c1c(N)n(CCCC)c(=O)[nH]c1=O
  A: -10%; B: i; C: -2%; D: -19; E: -2%; F: 4%; G: 6%; H: -13%; I: 1%
4. O=C(N/N=C/c1cccnc1)c1[nH]ncc1Br
  A: -6%; B: i; C: -16%; D: 27; E: 8%; F: 7%; G: -15%; H: 1%; I: -12%
5. CC(C)=C(NC(=O)c1ccccc1)C(=O)N1CCOCC1
  A: -5%; B: i; C: 3%; D: 5; E: 4%; F: 9%; G: 5%; H: 1%; I: 2%[9.24 µM]
6. O=C(COC(=O)c1ccccc1Sc1ccc(C(F)(F)F)cc1[N+](=O)[O-])NC(=O)NC1CCCC1
  A: -9%; B: ?; C: -12%; D: 1; E: 1%; F: /; G: -23%; H: 1%; I: -6%
7. CCOC(=O)CN1CCc2c(C)nc3c(-c4ccc(OC)c(OC)c4)cnn3c21
  A: ?; B: i; C: -1%; D: 12; E: -8%; F: 3%; G: 8.2µM*; H: ?; I: 8%
8. CCCN1CCN(C(=O)c2ccc3nc(CC)c(CC)nc3c2)CC1
  A: -3%; B: i; C: -11%; D: 25; E: 8%; F: 19%; G: -20%; H: -3%; I: 0%
9. COc1ccccc1N=CC=C1OC(C)(C)C(C)(C)O1
  A: ?; B: i; C: -18%; D: -75*; E: -2%; F: -7%; G: -1%; H: 21µM*; I: ?
10. O=C(Nc1nnc(C2CC2)s1)C1CC(=O)N(c2ccc3c(c2)OCCO3)C1 (configuration not stated)
  A: -4%; B: i; C: 14%; D: 17; E: 21%; F: 2%; G: 0%; H: 11%; I: 5%
11. Cc1ccc(C)c(N(C)C(=O)COc2cc(=O)n(C)c3ccccc23)c1
  A: -6%; B: i; C: -2%; D: 0; E: -2%; F: -7%; G: -9%; H: 16%; I: 3%
12. O=c1c2ccccc2[nH]c(=S)n1CCCN1CCC(Cc2ccccc2)CC1
  A: ?; B: ?; C: -19%; D: -2; E: -3%; F: /; G: 0%; H: ?; I: 1%
13. COc1ccc2[nH]c(=O)c(C3c4cc(OC)c(OC)cc4CCN3C(=O)c3ccco3)cc2c1 (configuration not stated)
  A: -2%; B: i; C: ?; D: -9; E: ?; F: 1%; G: -4%; H: -4%; I: -12%
14. O=C1NC[C@@H](CCCCN2C[C@H](Cc3ccccc3)N(CCC3CCCCC3)C(=O)C2=O)N(CCc2ccccc2)C1=O
  A: /; B: ?; C: ?; D: -51*; E: 12%; F: -27%; G: 0%; H: /; I: ?
15. CC(C)CNc1nnnc2c1sc1nc(N3CCOCC3)c3c(c12)CC(C)(C)SC3
  A: -2%; B: i; C: -1%; D: -4; E: ?; F: -12%; G: ?; H: 17%; I: -1%
16. CCCc1[nH]nc2c1C(c1ccc(OC)c(Cn3nnc4ccccc43)c1)C(C#N)=C(N)O2 (configuration not stated)
  A: -4%; B: i; C: 1%; D: 2; E: 20%; F: -10%; G: 9%; H: 0%; I: 4%
17. CC(=O)Nc1sc2c(c1-c1nc3ccccc3s1)CCN(C(C)C)C2
  A: 21µM*; B: ?; C: 12µM*; D: -105*; E: 7.3µM*; F: 5.3µM*; G: ?; H: ?; I: 12µM*
18. CCCSc1nc(C)c2cc(C)cc(C)c2n1
  A: -1%; B: i; C: 21%; D: 18; E: -2%; F: -10%; G: 2%; H: 1%; I: 9%
19. OCC#CCSc1nnc(-c2ccc(Br)cc2)o1
  A: 1%; B: i; C: 0%; D: -2; E: 1%; F: 2%; G: ?; H: 4%; I: 1%
20. COc1ccc(CC(=O)Nc2cccc(/C(C)=N/NC(=O)c3cccc([N+](=O)[O-])c3)c2)cc1
  A: 3%; B: i; C: -8%; D: -13; E: 8%; F: 7%; G: -11%; H: 6%; I: -16%
21. CCN(c1cccc(C(F)(F)F)c1)S(=O)(=O)c1ccc2c(c1)CCN2C(=O)C1CC1
  A: -1%; B: i; C: -28%; D: ?; E: 11µM*; F: ?; G: ?; H: 27%; I: ?
22. CC(=O)c1cccc(NC(=O)CSc2nnc(C(C)N(C)C)n2Cc2ccccc2)c1 (configuration not stated)
  A: 0%; B: i; C: 6%; D: 8; E: -3%; F: 0%; G: -24%; H: ?; I: 3%
23. O=C(N/N=C/c1ccc(OC(=O)c2cccc(F)c2)cc1)c1cccnc1
  A: -3%; B: i; C: 0%; D: 18; E: -2%; F: 7%; G: -1%; H: -1%; I: 1%
24. CC(=O)C1=C(c2ccccc2)NC(=O)NC1c1ccccc1OCC(=O)Nc1ccccc1 (configuration not stated)
  A: ?; B: i; C: -28%; D: 0; E: -8%; F: -4%; G: 16%; H: 8%; I: -17%

# From compound 23 up to 24, copied from above:
# Field names: A = SW480 rereplic; B = ATXN viability; C = HT1080-NT tox; D = IL1B secr inh; E = KB-3-1 cytotox; F = ATXN2 expr inh; G = KB-V1 MDR tox; H = MCF10A rerep; I = HT1080 IDH1KD tx
23. O=C(N/N=C/c1ccc(OC(=O)c2cccc(F)c2)cc1)c1cccnc1
  A: -3%; B: i; C: 0%; D: 18; E: -2%; F: 7%; G: -1%; H: -1%; I: 1%
24. CC(=O)C1=C(c2ccccc2)NC(=O)NC1c1ccccc1OCC(=O)Nc1ccccc1 (configuration not stated)
  A: ?; B: i; C: -28%; D: 0; E: -8%; F: -4%; G: 16%; H: 8%; I: -17%

# One compound at a time, as listed above. Screens in order: SW480 rereplic	ATXN viability	HT1080-NT tox	IL1B secr inh	KB-3-1 cytotox	ATXN2 expr inh	KB-V1 MDR tox	MCF10A rerep	HT1080 IDH1KD tx
# CCCN1CCN(C(=O)c2ccc3nc(CC)c(CC)nc3c2)CC1 is listed as -3%	i	-11%	25	8%	19%	-20%	-3%	0%
# COc1ccccc1N=CC=C1OC(C)(C)C(C)(C)O1 is listed as ?	i	-18%	-75*	-2%	-7%	-1%	21µM*	?
# O=C(N/N=C/c1ccc(OC(=O)c2cccc(F)c2)cc1)c1cccnc1 is listed as -3%	i	0%	18	-2%	7%	-1%	-1%	1%
# COc1ccc(CC(=O)Nc2cccc(/C(C)=N/NC(=O)c3cccc([N+](=O)[O-])c3)c2)cc1 is listed as 3%	i	-8%	-13	8%	7%	-11%	6%	-16%
# CCCCCN(C(=O)CCC(=O)OCC(=O)N(CC)c1ccccc1)c1c(N)n(CCCC)c(=O)[nH]c1=O is listed as -10%	i	-2%	-19	-2%	4%	6%	-13%	1%
